Screens (PubChem)
Pf growth 48h: Primary qHTS for delayed death inhibitors of the malarial parasite plastid, 48 hour incubation; P. falciparum luciferase growth in erythrocytes, 48 h; Potency, µM (doses to about 28.7 µM), inactives show at the top dose activity change, negative = inhibition, actives largely listed as inhibitors; 310,000 tested, 5.9% active
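A one-generation exposure of luciferase-tagged malaria parasites in RPMI 1640/Albumax erythrocyte culture, 37 C and 5% CO2. Inhibition is inferred from decreased luminescence after adding detection reagent.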
TbPYK inhibitor: qHTS of Trypanosoma Brucei Inhibitors. 410,000 tested, 0.12% active. AID 624173, 2012. TbPYK enzyme, Kinase-Glo Plus ATP luminescence, 45 min. Potency, µM (top dose mostly 76.8 µM), for inactives: at the top dose activity, negative = inhibition, usual class: inhibitors; note: nearly all actives have a fitted effect of over 50% in size
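ADP (130 uM final) triggers the TbPYK reaction after compound addition; incubation is 45 min at room temperature. Kinase-Glo Plus is then added and luminescence imaged. Normalized data are fitted to concentration-effect curves.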
Sm TGR block: qHTS Assay for the Inhibitors of Schistosoma Mansoni Peroxiredoxins | AID 485364, 2010 | purified TGR, DTNB reduction, TNB absorbance 405 nm | Schistosoma mansoni thioredoxin glutathione reductase (TGR), Q962Y6 | 360,000 tested, 3% active | Potency, µM (titrated, usually from 114 µM), inactives show at the highest dose activity change, negative = inhibition, usual class: inhibitors; note: nearly all actives have a fitted effect of over 60% in size
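TGR 20 nM + NADPH 100 uM (dispensed conc.), cpd preinc 15 min RT; start with NADPH (500 uM addition) then DTNB (15 mM addition). Kinetic TNB absorbance, 405 nm filter. Four-parameter Hill fit across titration.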
Pf growth 96h: Primary qHTS for delayed death inhibitors of the malarial parasite plastid, 96 hour incubation. AID 504834, 2011. Potency, µM (doses to about 28.7 µM), for the others: at the highest dose activity change, negative = inhibition, hits mostly inhibitors. 320,000 tested, 6.9% active. P. falciparum luciferase reporter growth, 96 h
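Cell-based qHTS: luciferase-tagged P. falciparum in erythrocytes (2% hematocrit, 0.05% parasitemia final) incubated with compounds for 96 hours, 37 C, 5% CO2; luciferase detection reagent then added and luminescence measured.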
HCV inhibitor: qHTS Assay for Inhibitors of Hepatitis C Virus (HCV) | Huh7.5.1 HCVcc-Cre infection, luciferase reporter, 44 h | Potency, µM (highest dose often 41.8 µM), for the others: at the top dose activity change, negative = inhibition, actives largely listed as inhibitors | 340,000 tested, 3.4% active
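1,000 cells/well; 4 h culture; + compound; + HCVcc-Cre (~0.5 moi); 44 h; luciferase substrate, RT 15 min; read 15 sec.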
LmPK inhibitor: qHTS Assay for Inhibitors of Leishmania Mexicana Pyruvate Kinase (LmPK) | Q27686 | purified LmPK, Kinase-Glo ATP luminescence, 1 h | Potency, µM (titrated, usually from 57.5 µM), without a hit: at the highest dose activity change, negative = inhibition, hits mostly inhibitors | 290,000 tested, 0.37% active
Target sequence (Q27686 whole entry, looked up): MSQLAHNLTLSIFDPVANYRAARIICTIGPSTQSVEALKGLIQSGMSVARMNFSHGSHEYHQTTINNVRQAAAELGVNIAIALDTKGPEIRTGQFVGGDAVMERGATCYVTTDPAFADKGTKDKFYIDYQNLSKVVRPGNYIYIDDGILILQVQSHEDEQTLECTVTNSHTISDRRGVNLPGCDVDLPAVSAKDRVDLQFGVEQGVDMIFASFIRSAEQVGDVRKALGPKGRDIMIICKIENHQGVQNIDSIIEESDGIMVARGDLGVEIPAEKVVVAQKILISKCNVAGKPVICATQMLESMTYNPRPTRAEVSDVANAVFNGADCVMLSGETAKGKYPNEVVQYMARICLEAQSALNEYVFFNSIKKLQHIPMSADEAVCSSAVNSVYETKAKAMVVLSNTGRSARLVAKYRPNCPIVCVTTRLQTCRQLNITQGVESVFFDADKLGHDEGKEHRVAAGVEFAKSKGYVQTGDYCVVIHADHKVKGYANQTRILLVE
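qHTS format; LmPK 0.1 nM; substrates PEP 0.5 mM and ADP 0.1 mM. One-hour room-temperature incubation, then coupled luciferase luminescence; 0.5 nM enzyme wells mark activation.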
The depositor's hits bear a star; ? = inconclusive; . = no result given; & = joins results of further samples; [ ] = another dose, or the depositor's remark. Calls come from the whole dose curve; as a rule, active = well fitted curve in the direction sought with a large enough effect; inconclusive = small, poorly fitted or top-dose-only effect, or another doubt; inactive = no such curve, though single readings can be large; an effect the other way counts as inactive or inconclusive. % is set by controls: 0 for no effect and ±100 for the full control effect; potency is the fitted concentration of half-maximal effect.

no.	canonical_smiles	Pf growth 48h	TbPYK inhibitor	Sm TGR block	Pf growth 96h	HCV inhibitor	LmPK inhibitor
1	Cc1[nH]cnc1C(=O)N/N=C/c1ccc([N+](=O)[O-])s1	?	-13%	-32%	1.9µM*	?	-4%
2	COc1ccc2cc(/C(C)=N/NC(=S)Nc3cc(S(=O)(=O)N4CCOCC4)ccc3N3CCOCC3)ccc2c1	1.5µM*	.	.	?	.	-1%
3	Cc1onc(-c2c(F)cccc2Cl)c1C(=O)N(C)CCc1ccccn1	90%[activator]	3%	3%	4%	21%	1%
4	CCOP(=O)(OCC)C(Nc1ccc(F)cc1)c1ccccc1 (configuration not stated)	-3%	2%	5%	-15%	16%	2%
5	COc1cccc(CNC(=O)c2cccc(NC3=NC4CS(=O)(=O)CC4S3)c2)c1 (configuration not stated)	31%[activator]	-2%	-25%	-10%	13%	5%
6	COc1ccc(N2CCN(C(=O)COCc3cc(-c4ccc5c(c4)OCO5)on3)CC2)cc1	-16%	-4%&-1%	-27%&-13%	?	0%	1%
7	CCOC(=O)N1CCC(NC(=O)CCC(=O)c2ccccc2)CC1	-9%	-2%	-2%	8.3µM*	19%	-4%
8	CC(C)NC(=O)CCCn1c(=S)[nH]c2cc3c(cc2c1=O)OCO3	?	-1%	2%	4%	4%	-9%
9	N#Cc1cccn1-c1nccs1	39%[activator]	0%	20%	31%	10%	-7%
10	Cc1cccc(NC(=O)Cn2c(=O)n3nc(CCn4nc(C)cc4C)nc3c3ccccc32)c1	?	-6%	-1%	59%[activator]	-17%	7%
11	Cc1snc(SCc2ccc(F)cc2)c1C#N	.	2%	-1%	20%	11%	-2%
12	CCCCc1ccc(S(=O)(=O)N2CCN(C(=O)c3ccco3)CC2)cc1	-9%	0%	-7%	?	-23%	1%
13	O=C(CSc1nnc(Cn2c(=O)sc3ccccc32)n1-c1ccccc1)N1CCCC1	-1%	-8%	-15%	?	4%	5%
14	CCOC(=O)c1c(S(=O)(=O)NCC(=O)Nc2ccccc2F)c(C)n(C)c1C	2%	9%	8%	?	7%	2%
15	CN(C)S(=O)(=O)c1cccc(NC(=S)NCCc2ccccn2)c1	8%	-6%	1%	16%	14%	0%
16	O=C(COc1ccc(C(=S)N2CCCC2)cc1)Nc1ccccc1C(F)(F)F	17%	-16%	-22%	?	-18%	0%
17	COC(=O)CSc1ccc2nnc(CCNS(=O)(=O)c3ccc(C)cc3)n2n1	-12%	0%&-7%	13%&-15%	53%[activator]	16%	-6%
18	CCOc1ccccc1C(C(=O)NC1CCCC1)N(Cc1ccco1)C(=O)CNC(=O)c1ccco1 (configuration not stated)	8.3µM*	6%	0%	?	12%	2%
19	CC1Cc2ccccc2N1CC(=O)NC(=O)NCc1ccccc1 (configuration not stated)	-3%	0%	1%	-14%	17%	9%
20	C=CCN(CC=C)CCOc1cc(C)ccc1[N+](=O)[O-]	20%[5.75 µM]	12%	-36%	28%	-17%	-6%
21	CCN1C(=O)CS/C1=N\S(=O)(=O)c1ccc(Cl)cc1	6%[5.75 µM]	-3%	-4%	-12%	16%	3%
22	COc1cc2c3c(c1)/C(=C1/SC(=S)NC1=O)C(=O)N3C(C)(C)C=C2C	14%	-2%	-9%	32%[activator]	25µM*	-2%
23	CCOc1ncccc1C(=O)Nc1ccc2c(c1)OCO2	17%	3%	5%	12%	-21%	-7%
24	COc1ccc(Cn2c(=O)[nH]c3cc(OC)c(OC)cc3c2=O)cc1	33%[activator]	2%	14%	3%	0%	4%
25	Cc1nc2c(ccc3nc(NC(=O)c4ccc5c(c4)OCCO5)sc32)s1	81%[activator]	-18%	-30%	?	?	-5%
26	CC1CCN(C2=C(NS(=O)(=O)c3ccc(Br)cc3)C(=O)c3ccccc3C2=O)CC1	?	-5%	-14%	?	5%	-3%
27	CCO[C@@H]1OC(C(=O)N2CCN(Cc3ccccc3)CC2)=C[C@H](c2cn(C(C)=O)c3ccccc23)[C@H]1CCCO	8.3µM*	-3%	?	8.3µM*	-9%[8.37 µM]	0%
28	COc1ccc(NS(=O)(=O)c2ccc(C)c(C(=O)NNC(=O)c3csc(N4CCOCC4)n3)c2)cc1	?	3%	0%	-1%	?	.
29	Cc1cc(C)cc(Nc2ccc([N+](=O)[O-])nc2[N+](=O)[O-])c1	?	-21%	?	?	4%	-3%
30	Cc1cc(C)n(-c2nnc(NC34CC5CC(CC(C5)C3)C4)nn2)n1	3.3µM*	-18%	3%	2.9µM*	14%	0%

Overlap with the part before: four entries, followed by the next part.
no.	canonical_smiles	Pf growth 48h	TbPYK inhibitor	Sm TGR block	Pf growth 96h	HCV inhibitor	LmPK inhibitor
27	CCO[C@@H]1OC(C(=O)N2CCN(Cc3ccccc3)CC2)=C[C@H](c2cn(C(C)=O)c3ccccc23)[C@H]1CCCO	8.3µM*	-3%	?	8.3µM*	-9%[8.37 µM]	0%
28	COc1ccc(NS(=O)(=O)c2ccc(C)c(C(=O)NNC(=O)c3csc(N4CCOCC4)n3)c2)cc1	?	3%	0%	-1%	?	.
29	Cc1cc(C)cc(Nc2ccc([N+](=O)[O-])nc2[N+](=O)[O-])c1	?	-21%	?	?	4%	-3%
30	Cc1cc(C)n(-c2nnc(NC34CC5CC(CC(C5)C3)C4)nn2)n1	3.3µM*	-18%	3%	2.9µM*	14%	0%
31	CCn1c(SCC(=O)Nc2ccccc2N2CCOCC2)nnc1-c1ccccc1O	?	-2%	3%	?	-3%	5%
32	CCOc1ccc(C(=O)NC(=S)Nc2cccc(NC(=O)c3ccco3)c2)cc1[N+](=O)[O-]	1%	-2%	-15%	-11%	?	-1%
33	CC1CCCN(CC(=O)Nc2cc(S(=O)(=O)N3CCOCC3)ccc2N2CCCC2)C1 (configuration not stated)	-24%	-8%	3%	?	11%	.
34	CCC(C)(C(=O)NC1CCCC1)N(C(=O)c1cnccn1)c1ccccc1 (configuration not stated)	.	-1%	3%	159%[activator]	11%	0%
35	Cc1cc(NC(=O)c2cnn3c(C(F)(F)F)cc(-c4ccc(Br)cc4)nc23)no1	.	-1%	-3%	-16%	.	0%
36	Cc1cc2c3c([nH]c2cc1S(=O)(=O)N1CCC2(CC1)OCCO2)CC(C)(C)CC3=O	8.3µM*	-8%	-9%	?	?	0%
37	Cc1ccccc1NC(=O)NCCN1C(=O)C2C3C=CC(C3)C2C1=O (configuration not stated)	14%	0%	-1%	?	5%	-1%
38	CC1CCN(c2oc(-c3ccccc3Cl)nc2C#N)CC1	75%[activator]	11%	4%	74%[activator]	?	-6%
39	COc1ccc(CCNC(=O)CCc2ccc(S(=O)(=O)NCC(C)C)cc2)cc1	-18%	-4%	0%	?	24%	3%
40	O=C(O)CCCC(=O)Nc1ccc(Cl)c(Cl)c1	26%	-1%	0%	0%	14%	0%
41	CC(=O)c1c(C)nc(-c2ccc(Cl)cc2)nc1N	316%[activator]	-1%	-27%	45%[activator]	-4%	-3%
42	O=C(CN1CCC(NC(=O)Cc2ccccc2)CC1)Nc1cccc2ccccc12	?	1%	2%	8.3µM*	-12%	-4%
43	CC(C)Oc1ccc2c(c1)OC(c1ccccc1)(C(F)(F)F)NC2=O (configuration not stated)	0.83µM*	-4%	-19%	0.19µM*	-4%	2%
44	C/C(=N\NC(=O)c1nnn(-c2nonc2N)c1CN1CCOCC1)c1ccc(CC(C)C)cc1	29%	1%	2%	17%	-7%	0%
45	O=C1C=CC(=O)N1c1ccc(Sc2ccc([N+](=O)[O-])cc2)cc1	116%[activator]	.	3.2µM*	19%	.	?
46	N#CC1=C(N)C(C#N)(C#N)C(c2cccnc2)C2CCCC=C12 (configuration not stated)	-2%	.	-26%	-11%	.	-3%
47	CCOC(=O)Cc1nn(Cc2ccccc2)c(=O)c2ccccc12	-10%	-7%	7%	17%	4%	-14%
48	COc1ccc(-n2c(SCC(=O)N3CCN(c4ccccc4)CC3)nc3c(c2=O)SCC3)cc1	.	7%	2%	24%	-18%	-1%
49	Cc1nc2nc(CSc3nnc(C)s3)cc(=O)n2[nH]1	32%[activator]	-2%&-18%	-2%	44%[activator][5.75 µM]	11%&26%	2%
50	Cc1c(C(=O)N(Cc2ccccc2)C2CCS(=O)(=O)C2)oc2ccccc12 (configuration not stated)	14%	9%	1%	0%	-9%	0%
51	COc1ccccc1NC(=S)NNC(=O)c1nn(C)cc1Cl	?	-22%	8%	6.6µM*	5%	1%
52	O=C(Cn1c(NCCO)nc2ccccc21)N1CCN(Cc2ccccc2)CC1	15%	3%	10%	-16%	-22%	-5%
53	CCN1CCN(c2ccc(NC(=O)c3cc4ccccc4cc3OC)cc2C)CC1	?	-4%	-4%	?	?	.
54	O=C(/C=C/c1ccccc1)NCC(=O)N/N=C/c1ccco1	-2%	2%	-4%	8%	8%	0%
55	CC(=O)c1cc(CN2CCC(n3nccc3NC(=O)c3ccccc3)CC2)cs1	65%[activator]	-7%	3%	-22%	-19%	0%
56	Cc1ccccc1N1C(=O)c2ccccc2C1O (configuration not stated)	1%[0.00184 µM]	3%	1%	?	8%	-1%
57	Nc1c(C(=O)Nc2ccccc2)sc2nc(-c3cccnc3)ccc12	29%	.	7%	32%[activator]	.	2%
58	COc1ccc(NC(=O)Nc2ccc(Cc3ccncc3)cc2)cc1OC	?	2%	9%	5.2µM*	?	11%
59	COc1ccc(OCC(=O)N/N=C2\CCCCc3ccccc32)cc1	?	-26%	3%	?	-5%	4%
60	CCOC(=O)c1sc(NC(=O)CSc2nc3c(c(-c4ccc(OC)cc4)c2C#N)CCCC3)c(C#N)c1C	19%	4%	7%	46%[activator]	3%	11%
61	CCc1ccc(C(C(=O)NC2CCCC2)N(CCOC)C(=O)CCC(=O)Nc2cc(C)on2)cc1 (configuration not stated)	-2%	6%	-2%	4%	13%	9%
62	O=S(=O)(c1ccc2nc(COc3ccccc3)[nH]c2c1)N1CCOCC1	-11%	9%	-1%	-16%	-5%	2%
63	Cc1nc(NC(=O)C2CC2)sc1C(=O)N1CCCCC1	9%	1%	?	-19%	11%	-2%
64	COc1ccc(-c2csc(Nc3ccc(S(N)(=O)=O)cc3)n2)cc1OC	?	-20%	-4%	?	-16%	9%
65	Cc1cc(C(C)(C)C)oc1C(=O)N(CC(=O)NC1CCCC1)Cc1ccccc1	?	4%	-3%	?	-15%	-3%
66	CCOC(=O)c1c(-c2ccccc2)csc1NC(=O)c1nn(CC)cc1Br	13µM*	-10%	10%	.	?	-10%
67	Cc1c(S(=O)(=O)N2CCCC2)c(=O)n(C)c(=O)n1C	2%	0%	-4%	17%	1%[8.37 µM]	.
68	Cc1cc(C)c2nc(NC(=O)C3CC(=O)N(Cc4ccco4)C3)sc2c1 (configuration not stated)	19%	-5%	-25%	-10%	20%	4%
69	O=C(N/N=C/c1ccc2cccnc2c1)c1ccco1	482%[activator]	-15%	-1%	58%[activator]	11%	-28%
70	COc1ccccc1N1CCN(/N=C\c2ccc(C)o2)CC1	231%[activator]	5%	-31%	?	6%	-2%
71	COc1cccc(NC(=O)CCc2ccccc2)c1	62%[activator]	0%	-14%	139%[activator]	-23%	.
72	Cc1cccc(NC(=O)CCSc2ccccc2)c1C	15%	-14%	-8%	-5%	2%	-3%
73	Cn1ccnc1SCCC#N	0%	-9%	0%	67%[activator]	13%	3%
74	CCOC(=O)c1ccc(NC(=O)COc2cc(=O)n(CC)c3ccccc23)cc1	.	0%	0%	?	3%	-1%
75	CC(=O)Nc1ccc(S(=O)(=O)N2CCN(CCN3CCOCC3)CC2)cc1Cl	2.1µM*	-2%	9%	15%	15%	-1%
